From PubChem BioAssay
TR SRC2 fluor cs: counter-screen for TRb-SRC2 inhibitors: fluorescence interference. TRb/SRC2 Texas Red total fluorescence interference. Potency, µM (top dose mostly 106 µM), for the others: top-dose fluorescence change, negative = quenching. 0.29% of 280,000 active; active means well fitted curve in either direction with a large enough effect; inconclusive means small, poorly fitted or top-dose-only effect
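Flags fluorescent or light-absorbing compounds by total fluorescence, S + 2P, at 555 nm excitation and 632 nm emission. Mixture: 20 nM Texas Red SRC2 peptide, 0.6 uM human TRb LBD, 1 uM T3, 5% DMSO; compound exposure 5 h at ambient temperature.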
RECQ1 inh: blocks DNA unwinding by human RECQ1; P46063; RECQ1 DNA unwinding, red fluorescence kinetic read; Potency, µM (series often up to 57.3 µM), for inactives: top-dose activity, negative = inhibition, hits mostly inhibitors; 0.54% of 240,000 active; AID 2549;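 further: plate controls were vehicle for no effect and no enzyme for full effect; nearly all actives have a fitted effect of over 30% in size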
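RECQ1T1 50 nM; forked duplex (20 bp + 30-nt ss tails) 200 nM, ATP 2 mM final; pH 8.0, 2 mM MgCl2, 2.5 ug/ml poly(dI-dC); 15 min compound preincubation; discontinuous kinetic read over 2 h at RT.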
Tau ThT inhib: inhibitors of human tau fibril formation, thioflavin T binding. P10636. recombinant tau K18 P301L (four-repeat tau fragment), heparin-induced fibrillization, ThT fluorescence. Potency, µM (doses to about 57.4 µM), without a hit: top-dose activity, negative = inhibition, usual class: inhibitors. 2.1% of 270,000 active; further: nearly all actives have a fitted effect of over 55% in size
Target sequence (P10636 561-689 P618L limits assumed): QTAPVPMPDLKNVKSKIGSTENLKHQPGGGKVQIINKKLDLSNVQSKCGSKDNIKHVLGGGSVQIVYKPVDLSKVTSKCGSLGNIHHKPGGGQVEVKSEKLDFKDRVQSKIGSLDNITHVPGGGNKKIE
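Heparin-induced (20 uM) aggregation of recombinant human K18 P301L tau, 15 uM unlabeled with 0.24 uM labeled, pH 7 acetate buffer, 6 hr at 37 C with compound. Fibrils quantified by 30 uM ThT fluorescence after 1 hr ambient incubation.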
JMJD2E inh: inhibitors of human JMJD2E histone demethylase | B2RXH2 | 1.6% of 230,000 active | JMJD2E catalytic domain, FDH-coupled NADH fluorescence (FDH is formaldehyde dehydrogenase) | AID 2147 | Potency, µM (highest dose often 57.1 µM), for inactives: top-dose activity change, negative = inhibition, usual class: inhibitors; active means well fitted inhibition curve with a large enough effect, not every such curve was filed as active; inconclusive means small, poorly fitted or top-dose-only effect, or another doubt; inactive means no such curve, though single readings can be large or run the other way;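 further: 0% = wells with enzyme and -100% = buffer wells without enzyme; nearly all actives have a fitted effect of over 50% in size; many of its hits are not listed in these tables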
Tau fibril FP: blocks human tau fibril formation measured by polarization | P10636 | K18 P301L tau heparin fibrillization, Alexa594 FP, 6 h | Potency, µM (highest dose often 57.7 µM), for the others: at the highest dose activity, negative = inhibition, usual class: inhibitors | 0.39% of 280,000 active | AID 1468; further: nearly all actives have a fitted effect of over 55% in size
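Steps: dispense K18 P301L tau (15 uM plus 0.24 uM Alexa 594 tracer, final) in pH 7 sodium acetate; add compound; add heparin (20 uM final); incubate 6 hr, 37 C; add ThT (30 uM final); after 1 hr ambient, read FP.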
L3MBTL1 block: inhibitors of human L3MBTL1; AlphaScreen L3MBTL1–H3K9me1 peptide binding; 0.66% of 230,000 active; Potency, µM (titrated, usually from 57.1 µM), for the others: at the top dose activity, negative = inhibition, usual class: inhibitors; further: nearly all actives have a fitted effect of over 60% in size
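First, the protein-peptide complex forms for 30 min at room temperature (L3MBTL1 50 nM, biotinylated H3K9me1 peptide 75 nM). Next, compounds are pin-transferred and incubated 30 min. Finally, AlphaScreen beads are added and read after 30 min.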
RGS12 GoLoco inh: blocks human Gai1 binding to RGS12 GoLoco peptide, red readout | Gai1:RGS12 GoLoco peptide FP, rhodamine, 10 min | Potency, µM (titrated, usually from 61.6 µM), for the others: top-dose activity, negative = inhibition, hits mostly inhibitors | 0.44% of 230,000 active | AID 880; active means well fitted inhibition curve with a large enough effect, not every such curve was filed as active; inactive means no such curve, though single readings can be large or run the other way; further: nearly all actives have a fitted effect of over 30% in size; many of its hits are not listed in these tables
Target sequence (P63096 whole entry, looked up): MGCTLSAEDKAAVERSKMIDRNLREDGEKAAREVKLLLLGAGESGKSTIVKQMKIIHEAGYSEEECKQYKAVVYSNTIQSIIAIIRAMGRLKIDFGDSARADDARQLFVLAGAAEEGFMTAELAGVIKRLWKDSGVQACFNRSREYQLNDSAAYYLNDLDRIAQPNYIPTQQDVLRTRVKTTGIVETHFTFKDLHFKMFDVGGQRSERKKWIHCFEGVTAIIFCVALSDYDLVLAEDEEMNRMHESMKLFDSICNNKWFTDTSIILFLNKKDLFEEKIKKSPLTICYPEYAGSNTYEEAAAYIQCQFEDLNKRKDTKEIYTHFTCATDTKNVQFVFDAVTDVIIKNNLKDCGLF
TRb SRC2 PPI: inhibitors of human thyroid hormone receptor beta-SRC2 interaction; P10828; TRbeta-SRC2 peptide binding, fluorescence polarization; receptor liganded with 1 µM T3; Potency, µM (series often up to 106 µM), for the others: top-dose activity change, negative = inhibition, usual class: inhibitors; 0.065% of 280,000 active; AID 1469;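 further: plate controls were bound peptide for no effect and peptide without receptor for full effect; nearly all actives have a fitted effect of over 50% in size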
Target sequence (P10828 whole entry, looked up): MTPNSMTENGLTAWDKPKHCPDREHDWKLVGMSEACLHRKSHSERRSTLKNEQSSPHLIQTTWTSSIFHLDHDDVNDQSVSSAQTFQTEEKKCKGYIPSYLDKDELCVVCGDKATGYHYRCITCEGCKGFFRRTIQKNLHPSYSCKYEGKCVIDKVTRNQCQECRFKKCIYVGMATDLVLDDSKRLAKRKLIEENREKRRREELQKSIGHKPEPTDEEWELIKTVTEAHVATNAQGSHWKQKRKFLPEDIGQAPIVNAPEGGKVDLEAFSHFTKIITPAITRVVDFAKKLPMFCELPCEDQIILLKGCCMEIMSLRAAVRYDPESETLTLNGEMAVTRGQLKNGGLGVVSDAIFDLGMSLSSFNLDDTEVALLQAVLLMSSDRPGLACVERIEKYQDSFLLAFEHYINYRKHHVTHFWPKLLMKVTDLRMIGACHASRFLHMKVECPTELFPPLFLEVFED
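A fluorescence polarization screen tested compounds at multiple concentrations against complex formation between 0.6 uM TRb ligand-binding domain and 20 nM Texas Red SRC2 peptide, with 1 uM T3 present; readout after 5 hr.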
* marks the source's active call; other numbers are inactive results; i = inactive; ? = inconclusive; . = not tested or not shown; [ ] = remark or other dose. Unless noted, the call rests on the fitted dose curve; in most records, active means well fitted curve in the direction sought with a large enough effect; inconclusive means small, poorly fitted or top-dose-only effect, or another doubt; inactive means no such curve, though single readings can be large; an effect the other way counts as inactive or inconclusive. Unless noted, on the % scale 0 is the no-effect control and ±100 the full control effect; potency means the concentration at half of the fitted maximal effect. These rows are one share of the data; the hit share may differ from the screen's.

SMILES	TR SRC2 fluor cs	RECQ1 inh	Tau ThT inhib	JMJD2E inh	Tau fibril FP	L3MBTL1 block	RGS12 GoLoco inh	TRb SRC2 PPI
COc1ccccc1CNC(=O)C(=O)NCC(c1cccnc1)N1CCN(c2ccc(F)cc2)CC1 (stereo unspecified)	?	.	?	.	3.4%	.	.	-4.3%
CCOc1ccccc1NC(=O)CSc1ncc(S(=O)(=O)c2ccc(C(C)(C)C)cc2)c(=O)[nH]1	3.2%	.	-12.6%	.	7.9%	.	.	-6.7%
O=C(Nc1ccccc1Cl)N1CCn2c(nc3ccccc32)C1	0.7%	8.6%	?	3.2%	-8.4%	.	7.2%	-5.9%
CSc1ccc(C2C(C#N)=C(N)Oc3c2ccc(=O)c2c(C)oc(C)c32)cc1 (stereo unspecified)	4.6%	?	25.1µM*	?	?	?	197.7%[activator]	-21.1%
O=C(CCCSc1nc2ccccc2[nH]1)NCc1ccco1	-3.1%	4.2%	3.7%	-1.5%	0.0%	5.6%	-2.2%	-7.2%
C=CCNc1nnc(SC2CC(=O)N(c3ccc(OCCC)cc3)C2=O)s1 (stereo unspecified)	1.1%	-4.1%	?	-13.5%	-3.7%	.	34.6%[activator]	-3.8%
Cc1cc(C)cc(NC(=O)C2CCCC2)c1	3.3%	i	-0.8%	9.2%	-6.8%	-0.1%	-2.1%	-2.6%
CCOC(=O)CCc1c(C)c(C#N)c2nc3ccccc3n2c1-n1cnc2ccccc21	0.0%	-8.7%	-0.4%	-3.0%	1.3%	.	6.2%	2.0%
O=C(NCCCN1CCCC1=O)C1CCN(S(=O)(=O)N2CCOCC2)CC1	2.5%	-8.7%	0.8%	-0.5%	3.1%	-8.0%	0.4%	-8.5%
CNC(=S)NNC(=O)Cn1ccc(C)n1	-0.9%	6.3%	2.8%	16.9%	2.3%	.	4.5%	-17.0%
COC(=O)c1c(C(=O)OC)c(-c2ccc(C)cc2)n2c1CS(=O)(=O)C2	-0.7%	-14.5%	-8.7%	-3.1%	-5.1%	.	-10.0%	-2.5%
Cc1ccc2c(c1)N(CC(=O)NCc1cccs1)C(=O)CO2	-3.9%	-2.5%	4.8%	-1.3%	3.8%	10.0%	3.2%	-2.6%
O=C(CSc1ccccc1F)NC1CCS(=O)(=O)C1 (stereo unspecified)	-0.9%	i	3.4%	-4.2%	-3.2%	9.5%	4.2%	1.9%
CCOC(=O)c1ccc(N=Cc2nc3ccccc3n2C)cc1	-2.6%	i	-2.9%	-4.2%	-1.2%	0.0%	6.9%	6.3%
Cc1ccc(-c2noc(CSc3nnnn3C3CCCCC3)n2)cc1	1.8%	-14.1%	?	-3.9%	-4.7%	.	-10.7%	-13.8%
Cc1oc(-c2ccc(Cl)cc2)nc1Cn1c(=O)cc(C)c2c(C)nn(-c3ccccc3)c21	1.0%	.	-0.3%	.	-5.9%	.	.	2.0%
Cn1c(N)c(C(=O)COC(=O)c2ccc(Cl)c(S(=O)(=O)N3CCCCC3)c2)c(=O)n(C)c1=O	-3.2%	i	2.8%	2.9%	1.5%	-17.7%	3.0%	-16.1%
CC1CN(CCCOc2ccccc2-c2ccccc2)CC(C)O1 (stereo unspecified)	-1.8%	i	-9.6%	?	-3.5%	-3.0%	-0.2%	-5.0%
Nc1cccc(C(=O)Nc2ccccc2Cl)c1	0.0%	-7.2%	-5.7%	-0.6%	2.6%	-3.0%	7.3%	-1.0%
Cc1nc2sc(C(c3cccc(F)c3)N3CCC(C)CC3)c(O)n2n1 (stereo unspecified)	1.7%	-10.4%	3.7%	6.6%	5.9%	-3.4%[11.4 µM]	-2.9%	-0.8%
CCn1c(C)nc2cc(C(=O)N/N=C(\C)c3ccc(OC)cc3O)ccc21	1.0%	i	?	12.6µM*	10.9%	-1.0%	107.4%[activator]	0.4%
O=C(O)Cc1csc(-c2ccc(F)cc2)n1	1.0%	-15.7%	0.1%	-15.4%	-1.6%	10.0%	10.9%	-5.4%
Cc1ccc2c(c1)N=C(c1ccc(Cl)cc1)CO2	-0.4%	i	?	4.6%	-2.1%	.	2.9%	-9.2%
COc1ccc(Cc2[nH]n3c(=O)cc(C(C)C)nc3c2-c2ccccc2)cc1	-1.8%	19.4%	-8.2%	?	-11.2%	4.6%	17.5%	5.5%
CCN(CC)CCNC(=O)Cc1c(C(=O)O)n(C)c2ccccc12	2.7%	i	-6.0%	?	6.5%	2.6%	-4.4%	-11.5%
Cc1cccc(-c2nc(C)c(CCNC(=O)C(=O)Nc3cccc(Cl)c3C)s2)c1	-0.5%	.	-10.2%	.	-5.3%	.	.	-4.6%
O=C(NCc1ccc2c(c1)OCO2)c1cc([N+](=O)[O-])ccc1N1CCCCC1	-3.6%	-8.7%	?	-2.6%	6.5%	-7.6%	.	-4.5%
O=C(COc1ccc(F)cc1)Nc1ccc(-n2cnnn2)cc1	-1.4%	-9.0%	-1.5%	7.5%	2.6%	2.7%	7.5%	4.8%
CC(C)(C)c1cc(N/C=C\c2nnnn2-c2ccc(Br)cc2)no1	1.8%	-5.8%	9.2%	8.9%	-0.6%	-12.0%	-21.0%	-19.2%
Cc1ccc2c(c1)-c1c(cnn1CC(=O)N(Cc1ccco1)C1CCCCC1)CO2	1.8%	i	-18.3%	0.8%	-0.7%	-11.5%	-11.3%	0.1%
c1ccc2c(c1)SCc1nnc(-c3ccncc3)n1-2	-3.1%	i	.	-1.3%	-0.6%	.	3.7%	9.2%
COc1ccc(-c2nc(C)c(CCNC(=O)C(=O)Nc3cccc(F)c3)s2)cc1OC	1.2%	.	?	.	-4.3%	.	.	-0.9%
COCCNC(=O)Cn1c(=O)c2cccn2c2ccc(F)cc21	-11.2%	.	-8.4%	.	-6.3%	.	.	-0.1%
Cc1ccc(S(=O)(=O)NCCC(=O)Nc2ccc(Cl)c(Cl)c2)cc1C	2.8%	-16.1%	7.5%	5.5%	14.1µM*	12.5%	.	-2.2%
Cc1ccc(NC(=O)CCS(=O)(=O)c2cccc3nsnc23)c(C)c1	-0.8%	.	-5.6%	.	-5.0%	.	.	1.1%
Cc1c(NC(=O)C23CC4CC(CC(C)(C4)C2)C3)c(=O)n(-c2ccccc2)n1C	2.8%	-2.7%	-17.2%	-0.5%	-1.6%	1.2%	6.6%	-0.2%
Cc1cn2c(=O)c(S(=O)(=O)Nc3ccc(F)cc3F)c(C)nc2s1	-0.8%	.	0.3%	.	-3.8%	.	.	-1.0%
COc1ccc(-c2c(C)c3ccc(O)c(CN4CCC(C)CC4)c3oc2=O)cc1OC	-0.4%	.	-4.3%	.	-1.5%	.	.	-2.5%
CC(=O)NCC(=O)N1CCCC(C(=O)c2ccc3c4c(cccc24)CC3)C1 (stereo unspecified)	-3.7%	-1.6%	-4.5%	?	6.7%	9.6%	13.1%	-5.0%
O=C(NC(=C(Cl)Cl)S(=O)(=O)c1ccc(Cl)cc1)c1ccccc1	-1.3%	-15.1%	.	7.5%	?	.	-5.7%	-3.8%
CCOC(=O)c1ccc(NS(=O)(=O)c2ccc3c(c2)oc(=O)n3C)cc1	1.3%	-5.9%	0.5%	5.0%	5.7%	0.2%	11.7%	2.1%
Cc1noc(C)c1COc1cccc(C(=O)N2CCN(C/C=C/c3ccccc3)CC2)c1	-0.4%	i	-6.4%	1.8%	5.5%	.	6.2%	10.8%
CCOC(=O)c1ccc(NC(=O)Nc2cc3c(cc2N2CCCC2)n(C)c(=O)n3C)cc1	-1.4%	.	?	.	11.9%	.	.	-4.6%
Cc1cc2ccccc2n2c(SCC(=O)N3CCN(C(=O)c4ccco4)CC3)nnc12	-0.3%	-4.2%	-5.4%	2.0%	-4.8%	4.8%	.	8.0%
Cc1c(C(=O)N2CC3(CC(c4cccc(NC(=O)CC(c5ccccc5)c5ccccc5)c4)=NO3)C[C@@H]2C(N)=O)cc([N+](=O)[O-])cc1[N+](=O)[O-] (stereo partly specified)	1.7%	i	-10.5%	-3.4%	8.2%	.	-4.1%	0.9%
Cc1ccc(-n2nc(CO)c(C(=O)NCCCCc3ccccc3)n2)cc1	-0.9%	.	-1.3%	.	-5.2%	.	.	0.9%
N#Cc1cn(OCc2ccccc2)c(=O)[nH]c1=O	-6.9%	-1.8%	6.1%	10.3%	2.8%	-1.0%	9.3%	-4.0%
CSc1cccc(NC(N)=S)c1	0.6%	-6.2%	-9.2%	-3.2%	-7.7%	-6.6%	5.5%	-2.3%
Cc1cccc(CNC(=O)c2ccc3nc(-c4ccccc4)c(-c4ccccc4)nc3c2)c1	-2.3%	.	1.0%	.	-4.1%	.	.	4.4%
CCOC(=O)C1CCN(C(=O)Cn2cc(C(=O)C3CC3)c3ccccc32)CC1	0.5%	-5.0%	-3.2%	0.5%	-1.7%	.	12.2%	-3.1%
C=CCn1c(NCc2ccccc2)nc2ccccc21	-4.2%	-2.4%	-7.5%	2.0%	-7.2%	5.0%	-18.4%	1.0%
COc1ccc(C2c3c(oc4ccc(Cl)cc4c3=O)C(=O)N2Cc2ccco2)cc1OC (stereo unspecified)	0.1%	i	-5.3%	3.8%	0.9%	3.6%	.	-7.9%
O=C(Cn1cc(C(=O)c2cccs2)c2ccccc21)NCC1CCCO1 (stereo unspecified)	-2.3%	-0.9%	-8.8%	-2.2%	-2.3%	7.9%	5.4%	-7.9%

Given with two lines to a compound: three of the compounds above
The line under a structure holds: TR SRC2 fluor cs | RECQ1 inh | Tau ThT inhib | JMJD2E inh | Tau fibril FP | L3MBTL1 block | RGS12 GoLoco inh | TRb SRC2 PPI
- CCOC(=O)c1ccc(NC(=O)Nc2cc3c(cc2N2CCCC2)n(C)c(=O)n3C)cc1
 : -1.4% | . | ? | . | 11.9% | . | . | -4.6%
- Cc1cc2ccccc2n2c(SCC(=O)N3CCN(C(=O)c4ccco4)CC3)nnc12
 : -0.3% | -4.2% | -5.4% | 2.0% | -4.8% | 4.8% | . | 8.0%
- Cc1c(C(=O)N2CC3(CC(c4cccc(NC(=O)CC(c5ccccc5)c5ccccc5)c4)=NO3)C[C@@H]2C(N)=O)cc([N+](=O)[O-])cc1[N+](=O)[O-] (stereo partly specified)
 : 1.7% | i | -10.5% | -3.4% | 8.2% | . | -4.1% | 0.9%
